D3 ag – D3 dopamine receptor (human) agonism. D3R DiscoveRx beta-arrestin cells, luminescence, 90 min. 410,000 compounds, 0.58% hits. max activation, %; in the data active means max activation above about 30%; further: 0% is about no effect; mostly tested at two doses, the higher about 12 µM
Target sequence (P35462 whole entry, looked up): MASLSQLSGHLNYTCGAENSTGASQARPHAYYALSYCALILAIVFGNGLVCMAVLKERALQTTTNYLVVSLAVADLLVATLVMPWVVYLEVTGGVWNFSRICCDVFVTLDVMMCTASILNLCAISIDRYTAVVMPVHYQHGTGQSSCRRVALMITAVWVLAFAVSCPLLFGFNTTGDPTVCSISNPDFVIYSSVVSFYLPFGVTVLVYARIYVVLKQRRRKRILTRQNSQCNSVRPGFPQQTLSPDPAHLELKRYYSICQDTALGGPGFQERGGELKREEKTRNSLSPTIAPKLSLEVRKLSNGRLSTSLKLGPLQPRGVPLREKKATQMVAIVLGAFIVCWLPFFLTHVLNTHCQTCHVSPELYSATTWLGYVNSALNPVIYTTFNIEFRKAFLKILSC
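Agonist mode: compounds and dopamine controls were applied to plated cells for 90 min at 37 degrees C after an overnight attachment at 1500 cells/well. Luminescent read-out followed 30 - 60 minutes at room temperature with DiscoveRx detection reagent.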
GLP1R inv ag – acts as inverse agonist at human GLP-1 receptor; P43220; HEK293 GLP-1R CRE-luciferase, luminescence, 24 h; GLP-1R form is constitutively active; Potency, µM (highest dose often 38.3 µM), for inactives: top-dose activity change, negative = inhibition, most hits filed as inhibitors; 410,000 compounds, 1.6% hits; AID 624417; further: potency means the concentration at half of the fitted maximal effect; on the % scale 0 is the no-effect control and ±100 the full control effect; nearly all actives have a fitted effect of over 55% in size
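Assay principle: reduced luminescence from a cAMP-responsive reporter in HEK293 cells co-expressing a constitutively active GLP-1R. Conditions: 24 hr compound incubation, 37 deg C, 5% CO2.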
DRD3 antagonist – blocks the human D3 dopamine receptor. D3R cells, DiscoveRx beta-arrestin luminescence, antagonist mode; active compounds read low. max response, negative = inhibition, %. 360,000 compounds, 2.5% hits. AID 652054; in the data active means max response below about -50%; inconclusive means no clear call, values can overlap the other calls; further: on the % scale 0 is the no-effect control and ±100 the full control effect; mostly tested at two doses, the higher about 12 µM
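Cells plated overnight at 1500 cells/well, then exposed to library compounds with dopamine controls for 90 minutes at 37 degrees C. DiscoveRx reagent added for 30–60 minutes at room temperature; luminescence read, quantitative HTS format.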
aSyn rescue – inhibitors of alpha-synuclein toxicity in yeast | Yeast expressing alpha-synuclein, growth rescue, BacTiter-Glo, 24 h | Potency, µM (top dose mostly 46.1 µM), for inactives: at the highest dose growth rescue (activation), hits mostly activators | 370,000 compounds, 0.14% hits | AID 652106; further: potency means the concentration at half of the fitted maximal effect; % of control where 0% means no effect; nearly all actives have a fitted effect of over 65% in size
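Screening used galactose-induced yeast with toxic alpha-synuclein levels, exposed to compound for 24 hr at 30 deg C. Cell growth, read with BacTiter-Glo luminescence, gave the measured signal.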
GLP1R cytotox – cytotoxicity counter-screen for GLP-1 receptor inverse agonists | HEK293 cAMP-luciferase reporter cells, luminescence, 24 h | Potency, µM (doses to about 38.3 µM), inactives show top-dose activity change, negative = inhibition, usual class: inhibitors | 410,000 compounds, 0.13% hits | AID 624418;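 further: loss of luciferase light is scored as toxicity; potency means the concentration at half of the fitted maximal effect; on the % scale 0 is the no-effect control and ±100 the full control effect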
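Seeding density was 200 cells/uL; after overnight-length (12 h) culture, 23 nL compounds went on for 24 h at 37 °C. Readout used a luciferase detection reagent, luminescence taken after 12 min at room temperature.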
GLP-1R agonist – agonists of human GLP-1 receptor. P43220. HEK293 GLP-1R CRE-luciferase, luminescence, 4-6 h; cells express a hypersensitive GLP-1R form. Potency, µM (titrated, usually from 45.6 µM), for inactives: top-dose activation, most hits filed as activators. 380,000 compounds, 0.007% hits; further: potency means the concentration at half of the fitted maximal effect; % of control where 0% means no effect
TDP-43 yeast inh – rescues yeast growth from TDP-43 toxicity | TDP-43 expressing yeast growth rescue, BacTiter-Glo, 24 h | Potency, µM (doses to about 46.1 µM), for the others: at the top dose growth rescue (activation), most hits filed as activators | 410,000 compounds, 1.8% hits | AID 652104; further: potency means the concentration at half of the fitted maximal effect; % of control where 0% means no effect; nearly all actives have a fitted effect of over 50% in size
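Cell-based yeast growth screen: TDP-43 expression induced in galactose, inoculum OD600=0.02 after raffinose pregrowth to mid-log. Read-out BacTiter-Glo luminescence at 24 hr, 30 deg C; inhibition of toxicity seen as signal increase.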
KB-V1 MDR tox – kills drug-selected multidrug resistant KB-V1 cells. KB-V1 MDR cells viability, CellTiter-Glo, 72 h. Potency, µM (top dose mostly 46.1 µM), for the others: top-dose activity change, negative = cytotoxicity, hits mostly cytotoxic. 400,000 compounds, 3.4% hits; further: potency means the concentration at half of the fitted maximal effect; on the % scale 0 is the no-effect control and ±100 the full control effect; nearly all actives have a fitted effect of over 60% in size
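In this primary screen, KB-V1 cells overexpressing P-gp are incubated with library compounds (lowest to highest concentration) for 72 h at 37 degrees C before a luminescent ATP viability read.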
PTHR1 ag – activates the human parathyroid hormone receptor PTHR1; Q03431; HEK293 GP2 PTHR1 cells, GloSensor cAMP luminescence, 1 h; Potency, µM (highest dose often 115 µM), for inactives: at the highest dose activation, actives largely listed as activators; 410,000 compounds, 0.075% hits; AID 743266; further: potency means the concentration at half of the fitted maximal effect; nearly all actives have a fitted effect of over 55% in size; some results filed as inactive show a strong effect at the top dose; inactives centre near -15; many of its hits are not listed in these tables
Target sequence (Q03431 whole entry, looked up): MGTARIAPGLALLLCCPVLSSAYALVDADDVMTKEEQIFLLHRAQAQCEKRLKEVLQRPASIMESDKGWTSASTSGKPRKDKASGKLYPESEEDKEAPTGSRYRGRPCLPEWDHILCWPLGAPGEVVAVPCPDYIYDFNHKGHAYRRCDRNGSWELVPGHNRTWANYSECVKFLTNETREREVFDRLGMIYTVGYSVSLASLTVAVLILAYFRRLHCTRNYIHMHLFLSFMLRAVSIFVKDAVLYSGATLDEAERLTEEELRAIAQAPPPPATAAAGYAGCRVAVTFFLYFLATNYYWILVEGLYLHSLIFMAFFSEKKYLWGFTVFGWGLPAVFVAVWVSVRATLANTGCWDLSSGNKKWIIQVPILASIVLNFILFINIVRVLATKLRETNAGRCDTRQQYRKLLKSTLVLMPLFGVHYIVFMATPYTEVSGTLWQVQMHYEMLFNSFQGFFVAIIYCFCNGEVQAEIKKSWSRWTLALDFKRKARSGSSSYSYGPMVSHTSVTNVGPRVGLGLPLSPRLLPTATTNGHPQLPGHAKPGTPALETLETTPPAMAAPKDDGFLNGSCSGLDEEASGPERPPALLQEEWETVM
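HEK-293-derived GP2 cells expressing PTHR1 and a GloSensor cAMP reporter, 3,000/well, plated overnight, given luciferin plus IBMX (each 0.5 mM as added) for 1 h at 37 °C, then compound for 1 h at 37 °C. Luminescence was read after 15 min at room temperature.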
Starred values were filed as active, the others as inactive; i = inactive; ? = inconclusive; . = no result given; & = joins results of further samples; [ ] = dose if it differs, or a comment. Unless noted, the call rests on the fitted dose curve; in most records, active means well fitted curve in the direction sought with a large enough effect; inconclusive means small, poorly fitted or top-dose-only effect, or another doubt; inactive means no such curve, though single readings can be large; an effect the other way counts as inactive or inconclusive.

SMILES	D3 ag	GLP1R inv ag	DRD3 antagonist	aSyn rescue	GLP1R cytotox	GLP-1R agonist	TDP-43 yeast inh	KB-V1 MDR tox	PTHR1 ag
O=C(NCCN1CCC(n2c(=O)[nH]c3ccccc32)CC1)c1ccc(C(F)(F)F)cc1C(F)(F)F	-15	-27%	-92*	0%	1%	-3%	13%	12µM*	-40%[inhibitor]
Cc1ccc(C(=O)C2CCN(CC(=O)Nc3ccc4c(c3)OCCO4)CC2)cc1	0	0%	-70*	-2%	-14%	-8%	-7%	12µM*	2%[57.5 µM]
Cc1ccccc1C(=O)N1c2ccccc2OCC1C(C)(C)C (stereo not drawn)	-2	?	-4	0%	-7%	2%	-19%	22%	-3%
Cc1ccccc1-c1cnc2c(c1)C(=O)N([C@H](C)CO)C[C@@H](C)[C@H](CN(C)C(=O)c1ccncc1)O2	-3	13%	3	4%	1%	-8%	?	10%	i
CC(C)CCN1C(=O)c2ccccc2C1C(=O)NCc1cccnc1 (stereo not drawn)	7	1%	9	1%	-8%	-3%	9%	10%	i
Cc1ccc(/C=C2\Oc3cc(OCC(=O)NN)ccc3C2=O)o1	3	18%	23	8%	10%	22%	-11%	?	i
CC(=O)N1CCN(S(=O)(=O)c2c(C)n(C)c(=O)n(C)c2=O)CC1	5	21%	7	7%	10%	-13%	22%	11%	i
CCc1cccc(NC(=O)c2cc(S(=O)(=O)N3CCCCCC3)cn2C)c1	-1	5%	.	.	-1%	-2%	29%	10%	-4%
OCCCc1nc2ccccc2n1Cc1ccccc1	-3	10%	4	-3%	-2%	12%	11%	-10%	i
c1csc(-c2nc(NCC3CCCO3)c3ccccc3n2)c1 (stereo not drawn)	-3	?	3	2%[36.9 µM]	-12%	16%	-1%	27%	i

6 compounds already listed, ordered by heavy-atom count, smallest number first:
SMILES	D3 ag	GLP1R inv ag	DRD3 antagonist	aSyn rescue	GLP1R cytotox	GLP-1R agonist	TDP-43 yeast inh	KB-V1 MDR tox	PTHR1 ag
OCCCc1nc2ccccc2n1Cc1ccccc1	-3	10%	4	-3%	-2%	12%	11%	-10%	i
c1csc(-c2nc(NCC3CCCO3)c3ccccc3n2)c1 (stereo not drawn)	-3	?	3	2%[36.9 µM]	-12%	16%	-1%	27%	i
Cc1ccccc1C(=O)N1c2ccccc2OCC1C(C)(C)C (stereo not drawn)	-2	?	-4	0%	-7%	2%	-19%	22%	-3%
Cc1ccc(C(=O)C2CCN(CC(=O)Nc3ccc4c(c3)OCCO4)CC2)cc1	0	0%	-70*	-2%	-14%	-8%	-7%	12µM*	2%[57.5 µM]
O=C(NCCN1CCC(n2c(=O)[nH]c3ccccc32)CC1)c1ccc(C(F)(F)F)cc1C(F)(F)F	-15	-27%	-92*	0%	1%	-3%	13%	12µM*	-40%[inhibitor]
Cc1ccccc1-c1cnc2c(c1)C(=O)N([C@H](C)CO)C[C@@H](C)[C@H](CN(C)C(=O)c1ccncc1)O2	-3	13%	3	4%	1%	-8%	?	10%	i

(listing goes on)
SMILES	D3 ag	GLP1R inv ag	DRD3 antagonist	aSyn rescue	GLP1R cytotox	GLP-1R agonist	TDP-43 yeast inh	KB-V1 MDR tox	PTHR1 ag
O=C(COc1ccccc1)NNC(=S)NC(=O)c1ccccc1	-5	19%	-11	?	14%	-1%	3.5µM*	-16%	-6%
COc1ccc(C(=O)NC(C)CCc2ccccc2)c(OC)c1 (stereo not drawn)	4	?	20	3%	1%	2%	13%	4%	i
CCC(=O)Nc1nnc(-c2ccccn2)o1	-1	12%	1	9%	-1%	-5%	18%	-11%	i
CCC(=O)Nc1cc2nn(-c3ccc(C)cc3)nc2cc1C	7&8	-52%&-8%	-2	10%	7%&0%	0%	-10%&24%	-6%	-30%&-38%
CCOc1ccc(NC(=O)CC(c2ccccc2)c2ccc(F)cc2)cc1 (stereo not drawn)	-4	?	-6	-15%	11%	-6%	10%	18µM*	i
Cc1ccc(S(=O)(=O)Nc2nc3ccccc3s2)cc1[N+](=O)[O-]	-2	6%	-1	2%	1%	2%	-5%	-32%	i
COc1ccc(S(=O)(=O)NNC(=O)C(=O)NNc2ccccn2)cc1	-3	19%	12	-2%	8%	1%	18%	-1%	-3%
O=C(Nc1cc(-c2ccccc2)nn1-c1c(Cl)cccc1Cl)c1ccc(F)cc1	0	?	2	0%	1%	-2%	8%	1%	-30%
Cc1nc2ccc(NC(=O)c3ccc(F)c(S(=O)(=O)N4CCOCC4)c3)cc2s1	4	-15%	19	0%	-1%	0%	7%	-7%	-20%
O=C(CN1CCN(C(=O)c2cncn2-c2ccccc2)CC1)Nc1ccccc1Cl	-5	-1%	17	15%	-10%	16%	16%	?	-10%
CC(C)(S)[C@@H](N)C(=O)O	7&7	12%	5	1%	0%	-6%&-4%	2%	8%	-30%
CCCNC(=O)CCC(NS(=O)(=O)c1ccc(C)cc1)C(=O)NCCC (stereo not drawn)	15	-10%	-56*	-4%	-5%	-5%	-12%	-1%	-7%[57.5 µM]
CC(/C=N/n1c(-c2ccco2)n[nH]c1=S)=C\c1ccccc1	-3	-4%	10	10%	-18%	-16%	18µM*	-26%	i
Cc1cc(C)cc(-n2c3ccc(NC(=S)NC4CCCCC4)cc3c(=O)n2C)c1	-6	?	?	5%	-21%	-7%	22%	-18%	i
COc1cccc(C2(O)CCN(C(=O)C3CC3)CC2)c1	3	17%	4	-3%	-2%	4%	-15%	0%	-12%
COc1ccc(-c2c(C#N)c(SCC(=O)Nc3ccccc3)nc3c2CCCC3)cc1	-4	?	5	0%	-9%	-11%	13%	2%	-10%[57.5 µM]
COC(=O)C1=C(CS(=O)(=O)c2ccc(Cl)cc2)NC(=O)NC1c1ccc(O)cc1 (stereo not drawn)	1	16%	1	-1%	-3%	2%	12%	?	20%
CCC(=O)Nc1ccc(-c2nnc(-c3ccccc3)o2)cc1	-1	0%	13	0%	-26%	-6%	-4%	-19%	-27%
Cc1cccc(N2CCN(C(=O)c3cccc(N4C(=O)C5CC=CC(C)C5C4=O)c3)CC2)c1C (stereo not drawn)	29	0%	31	7%	-7%	-1%	4%	4%	-19%[57.5 µM]
COc1ccc(C(C(N)=O)c2ncc(C(F)(F)F)cc2Cl)cc1OC (stereo not drawn)	-16	-7%	16	0%	-4%	7%	-8%	-1%	i
COc1ccccc1C1CC(c2ccccc2)Nc2ncnn21 (stereo not drawn)	-2	0%	25	-5%	5%	16%	-7%	?	i
COc1cccc(CNC(=O)c2ccc(NC(=O)C3CCCO3)cc2)c1 (stereo not drawn)	1	0%	-14	0%	-16%	-1%	11%	?	-17%[57.5 µM]
COc1ccccc1C(CNC(=O)C(C)Oc1ccc(Br)cc1)N1CCCC1 (stereo not drawn)	-14	?	-12	-1%	-13%	11%	-1%	-8%	i
Cc1cc(C)nc(SC2CCCCC2NS(=O)(=O)c2ccc(Cl)cc2)n1 (stereo not drawn)	2	?	-6	19%	-25%	5%	3%	0%	-38%
COc1ccc(OC)c(S(=O)(=O)N2CCC(C(=O)Nc3cccc(C)c3)CC2)c1	19	3%	15	2%	-9%	0%	-21%	?	-29%
COCCSc1nnc(NC(=O)c2ccc(OC)c([N+](=O)[O-])c2)s1	-1	17%	5	-6%	3%	5%	-2%	5%	-4%
COc1ccc(S(=O)(=O)N2C(=O)/C(=C3\SC(N)=NC3=O)c3ccccc32)cc1	4	34%[activator]	4	0%	-7%	3%	-12%	3%	-1%
COCCCNS(=O)(=O)c1ccc2c(c1)CCN2C(C)=O	0	9%	8	4%	0%	-9%	0%	7%	-9%
COc1cccc(C(=O)c2c[nH]c(C(=O)NCCCN(C)C)c2)c1	-15	-5%	-16	0%	5%	6%	4%	-8%	i
COc1ccc(NCc2nnc3n2CCCCC3)c(OC)c1	3	10%	.	0%	2%	11%	4%	0%	-4%
CCNS(=O)(=O)c1ccc(NC(=O)c2ccccc2)cc1	-27	0%	-18	2%	-4%	5%	-18%	-6%	?
CCC(C)NS(=O)(=O)c1ccc(S(=O)(=O)N(CC(=O)Nc2ccccc2)Cc2ccco2)cc1 (stereo not drawn)	6	-7%	18	1%	?	4%	-22%	10%	-39%[inhibitor]
COc1ccc(N2CCN(C(=O)CNC(=O)Cn3cnc4sc(C)c(C)c4c3=O)CC2)cc1	0	-4%	-15	-9%	-9%	-3%	17%	10%	-28%
O=C(CNS(=O)(=O)c1cccc2nonc12)NCc1ccc(F)cc1	-5	-12%	-10	9%	-7%	-5%	4%	-27%	i
C/C(=N\NC(=O)C(N)=O)c1ccc(NC(=O)c2cccs2)cc1	-9	-3%	-3	-6%	-9%	5%	2%	-5%	-41%[inhibitor]
Cc1csc(=O)n1CCC(=O)OCc1nnc(-c2ccc(Cl)cc2)o1	-1	30%	1	1%	1%	11%	-29%	10%	-6%
CC(C)CN(CC(C)C)S(=O)(=O)N1CCC(C(=O)NCc2ccccn2)CC1	-7	12%	-22	5%	-18%	0%	-12%	-13%	-18%[57.5 µM]
O=C(Cn1c(=O)cnc2ccccc21)Nc1cc(Cl)ccc1N1CCOCC1	-8	-19%	18	-1%	2%	2%	13µM*	0%	-10%
O=C(Nc1ccc(N2CCOCC2)c(F)c1)c1cccs1	8	-8%	2	-23%	3%	-4%	3%	?	-12%
O=C(Nc1ccncc1)c1cccc(S(=O)(=O)N2CCc3ccccc32)c1	14	?	24	0%	-5%	10%	-9%	?	-33%[inhibitor]
C/C(=N\NC(=O)c1ccncc1)c1ccc(N(C)C)cc1	6	13%	6	-5%	4%	0%	15%	25%	-24%
Cc1cc(C)c2nc(NC(=O)c3ccc4c(=O)n5c(nc4c3)CCCCC5)sc2c1	-3	5%	-3	-2%	1%	-1%	-2%	-15%	-6%
COc1ccccc1NC(=O)Cc1nnc(SCC(=O)NC2CCCCC2C)n1C (stereo not drawn)	-9	-12%	-29	-9%	-4%	6%	-25%	27%	-5%

A portion of the library; count on the stated rates, not on these rows.
